# Compound activity as filed in PubChem.
# RXFP1 antagonist = antagonists of human relaxin receptor RXFP1 | Q9HBX9 | HEK293-RXFP1, relaxin-stimulated cAMP HTRF, 30 min; hits give low values | activity change, negative = inhibition, % at 57.5 µM | 350,000 tested, 0.59% active | AID 1259400;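 active = activity change of -60% or lower, but not beyond a set lower limit; inconclusive = change between -60% and -40%, or beyond the set limit; inactive = change above -40%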; also: % is scaled to controls: 0 for no effect and ±100 for the full control effect
# Target sequence (Q9HBX9 whole entry, looked up): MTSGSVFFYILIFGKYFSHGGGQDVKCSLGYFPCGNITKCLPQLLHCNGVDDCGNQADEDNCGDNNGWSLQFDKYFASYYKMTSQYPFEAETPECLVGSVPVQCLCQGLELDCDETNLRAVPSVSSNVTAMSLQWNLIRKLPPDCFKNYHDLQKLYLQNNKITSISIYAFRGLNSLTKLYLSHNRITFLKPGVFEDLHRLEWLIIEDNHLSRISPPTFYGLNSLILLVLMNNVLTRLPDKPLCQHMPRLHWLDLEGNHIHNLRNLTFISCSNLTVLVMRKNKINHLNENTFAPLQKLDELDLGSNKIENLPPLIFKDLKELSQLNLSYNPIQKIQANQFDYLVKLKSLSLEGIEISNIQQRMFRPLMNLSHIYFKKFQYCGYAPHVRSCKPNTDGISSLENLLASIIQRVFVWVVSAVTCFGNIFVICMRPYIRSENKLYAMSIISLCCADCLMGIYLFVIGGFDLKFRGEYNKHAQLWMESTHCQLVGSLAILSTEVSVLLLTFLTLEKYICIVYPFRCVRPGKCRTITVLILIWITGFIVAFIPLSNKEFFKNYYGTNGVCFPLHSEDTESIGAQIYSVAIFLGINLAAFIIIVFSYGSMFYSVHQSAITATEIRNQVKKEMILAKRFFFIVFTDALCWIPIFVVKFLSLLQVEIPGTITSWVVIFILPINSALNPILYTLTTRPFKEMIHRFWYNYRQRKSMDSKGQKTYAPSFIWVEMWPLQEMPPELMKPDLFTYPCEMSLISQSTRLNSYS
# Pol eta inh = DNA polymerase eta (human) inhibition. recombinant Pol eta, fluorescent DNA replication assay. Potency, µM (top dose mostly 114 µM), inactives show at the top dose activity change, negative = inhibition, most hits filed as inhibitors. 390,000 tested, 1.2% active; also: potency is read from the fitted curve at half-maximal effect; % is scaled to controls: 0 for no effect and ±100 for the full control effect
#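 Fluorescent replication assay: 50 nM final substrate added after a 15 min room-temperature compound preincubation with 10 nM enzyme. Signal taken at 0 min and again at 10 min.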
# Anesthetic bind = binds horse apoferritin like a general anesthetic | apoferritin/1-aminoanthracene competitive binding, fluorescence | Potency, µM (top dose mostly 77.5 µM), without a hit: at the highest dose activity change, negative = displacement, actives largely listed as inhibitors | 350,000 tested, 0.074% active | AID 485281; also: potency is read from the fitted curve at half-maximal effect; % is scaled to controls: 0 for no effect and ±100 for the full control effect; nearly all actives have a fitted effect of over 20% in size
#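 Horse-spleen apoferritin (10 uM) in 50% saturated 1-aminoanthracene in PBS was incubated 10 min at room temperature with compound. Fluorescence (ex 380, em 535 nm) was normalized to free and bound 1-AMA, with concentration-response fitted by a four-parameter Hill equation.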
# APEX1 inh = APE1 (human) endonuclease inhibition. P27695. recombinant APE1, TAMRA/BHQ-2 abasic DNA cleavage fluorescence. Potency, µM (highest dose often 65.8 µM), for inactives: top-dose activity change, negative = inhibition, usual class: inhibitors. 350,000 tested, 0.35% active. AID 2517;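 also: potency is read from the fitted curve at half-maximal effect; plate controls were vehicle for no effect and reference inhibitor for full effect; nearly all actives have a fitted effect of over 55% in size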
# Target sequence (P27695 whole entry, looked up): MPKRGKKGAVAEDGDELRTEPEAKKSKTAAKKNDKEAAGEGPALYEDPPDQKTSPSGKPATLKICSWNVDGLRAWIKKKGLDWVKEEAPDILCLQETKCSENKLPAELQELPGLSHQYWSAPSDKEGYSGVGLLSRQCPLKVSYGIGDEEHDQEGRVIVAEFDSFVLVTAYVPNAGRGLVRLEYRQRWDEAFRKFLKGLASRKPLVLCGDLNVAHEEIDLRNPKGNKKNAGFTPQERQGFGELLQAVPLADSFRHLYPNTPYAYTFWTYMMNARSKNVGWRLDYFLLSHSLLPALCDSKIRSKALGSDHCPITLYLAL
#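 0.75 nM APE1 + cpd, 15 min RT; start w/ 50 nM TAMRA/BHQ-2 THF-abasic dsDNA; kinetic fluor 525/598 nm ×3 reads @60 s; Δ(read3−read1); normalized to DMSO and NSC13755 control wells.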
# Tb PGK inh = blocks T. brucei phosphoglycerate kinase; Potency, µM (series often up to 57.5 µM), inactives show at the top dose activity change, negative = inhibition, usual class: inhibitors; PGK/GAPDH coupled, Kinase-Glo luminescence, 60 min; P07378; 380,000 tested, 0.043% active; also: potency is read from the fitted curve at half-maximal effect; % is scaled to controls: 0 for no effect and ±100 for the full control effect; nearly all actives have a fitted effect of over 60% in size
#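 Luminescent ATP detection (Kinase-Glo Plus) follows a 60-minute room-temperature incubation, with wells lacking PGK as controls. Buffer: 100 mM TEA (pH 7.6), 5 mM MgCl2, 0.01% Tween-20. Coupling enzyme GAPDH (100 nM final) supplies unstable 1,3-BPG in-well.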
# POLB inh = inhibitors of human DNA polymerase beta. Pol beta primer extension/strand displacement, fluorescence kinetic. Potency, µM (highest dose often 114 µM), for the others: at the top dose activity change, negative = inhibition, usual class: inhibitors. P06746. 340,000 tested, 1.3% active. AID 485314; also: potency is read from the fitted curve at half-maximal effect; % is scaled to controls: 0 for no effect and ±100 for the full control effect
#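 Kinetic readout of DNA synthesis with strand displacement by Pol beta. Compound and 10 nM enzyme sit 15 min at room temperature; 50 nM substrate starts the reaction, read immediately and at 10 min.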
# POLI inh = blocks human DNA polymerase iota activity; Pol iota fluorescent replication assay, 10 min; Potency, µM (top dose mostly 115 µM), without a hit: top-dose activity, negative = inhibition, hits mostly inhibitors; 390,000 tested, 1% active; AID 588590; also: potency is read from the fitted curve at half-maximal effect
#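 Pol iota at 10 nM preincubated 15 min with compounds at room temperature; reaction started with fluorescent substrate, 50 nM final. Fluorescence read kinetically at 0 and 10 min; buffer-only wells as negative control.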
# POLK inh = DNA polymerase kappa (human) inhibition; purified Pol kappa, fluorescent DNA synthesis assay, 10 min; Potency, µM (highest dose often 107 µM), without a hit: at the highest dose activity, negative = inhibition, actives largely listed as inhibitors; 400,000 tested, 0.53% active; also: potency is read from the fitted curve at half-maximal effect; % is scaled to controls: 0 for no effect and ±100 for the full control effect
#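 Fluorescent qHTS in 1536-well format: enzyme (10 nM) and compound sat 15 min at room temperature before 50 nM substrate (final) was added. Signal taken at 0 and 10 min; no-enzyme buffer wells were negative controls.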
# BLM inh = inhibitors of human Bloom syndrome helicase BLM. AID 2528. recombinant BLM DNA unwinding, fluorescence dequenching. Potency, µM (highest dose often 56.1 µM), for inactives: at the top dose activity change, negative = inhibition, usual class: inhibitors. P54132. 350,000 tested, 0.2% active;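 also: potency is read from the fitted curve at half-maximal effect; plate controls were vehicle for no effect and no enzyme for full effect; nearly all actives have a fitted effect of over 35% in size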
# * = called active by the depositor; i = inactive; ? = inconclusive; / = no result given; & = joins results of further samples; [ ] = another dose, or the depositor's remark. Unless noted, calls follow the shape of the dose curve; as a rule, active = well fitted curve in the direction sought with a large enough effect; inconclusive = small, poorly fitted or top-dose-only effect, or another doubt; inactive = no such curve, though single readings can be large; an effect the other way counts as inactive or inconclusive. Not all compounds are listed; the hit share may differ from the screen's.
# Every second line gives: RXFP1 antagonist	Pol eta inh	Anesthetic bind	APEX1 inh	Tb PGK inh	POLB inh	POLI inh	POLK inh	BLM inh
CCOC(=O)/C(C#N)=C\C1=C(N2CCOCC2)CC(C)(C)OC1
→ 4.7	-16.2%	-5.2%	-7.1%	-3.8%	41.6%[activator]	123.6%[activator]	-12.3%	0.1%
CC1(/[N+]([O-])=C/c2cccc(Cl)c2)CCCCC1=O (stereo not drawn)
→ -5.1	-5.5%	-4.4%	1.1%	-0.4%	39.0%	7.0%	-13.0%	-4.0%
N/C(=N\OC(=O)Nc1ccccc1)c1ccno1
→ 9.8	-21.6%	1.0%	?	-1.9%	9.6%	79.4%[activator]	-3.7%	-1.4%
COc1ccc(OCC(=O)C2CC2)c(C#N)c1
→ -1.8	-9.7%	0.0%	16.2%	-1.7%	20.8%	2.8%	5.1%	0.8%
CCC(=O)c1cc2c(C)cc(=O)oc2c(C)c1OC(C)=O
→ -0.5	0.4%	-6.2%	-0.5%	2.0%	23.6%	10.7%	-11.2%	-5.4%
CN(C)CCCN(C(=O)c1ccco1)c1nc2ccc(F)cc2s1
→ 2.3	-11.4%	-10.9%	2.7%	-7.8%	-3.5%	21.2%	-2.2%	79.6%[activator]
Cc1cc(C)c(/C([O-])=C(/C(=S)Nc2ccc(SC(F)F)cc2)[n+]2ccccc2)cc1C
→ -16.7	-17.3%	?	-4.3%	i	?	4.5%	1.7%	-2.2%
CC(C)Cn1c(-c2ccc(Br)o2)n[nH]c1=S
→ -0.2	-13.4%	3.2%	-4.4%	-5.0%	-14.7%	-22.6%	-12.4%	-0.2%
O=C(COc1ccc2c(-c3ccccc3)cc(=O)oc2c1)NCc1cccs1
→ 2.5	?	-8.0%	-5.1%	-9.3%	-0.6%	8.9%	-5.4%	-0.7%
C[C@H](CO)N1C[C@H](C)[C@@H](CN(C)Cc2ccncc2)Oc2c(NC(=O)C3CC3)cccc2C1=O
→ /	-10.0%	/	11.5%	0.6%	/	20.8%	-11.9%	/
OCCN1c2ccccc2CCc2ccccc21
→ -9.2	24.9%	/	/	i	/	21.2%	-6.7%	/
CCN1Cc2c(/C=C/c3ccccc3)nc3ccc(OC)cc3c2N(c2cccc(Cl)c2)C1
→ 7.2	-6.3%	-1.5%	1.5%	i	10.5%	-33.0%	-16.5%	-10.2%
Cc1ccc(C(=O)NC2CC(C)(C)NC(C)(C)C2)cc1Cl
→ -37.7	-15.0%	-3.3%	23.6%	-2.4%	-4.5%	14.1%	-10.0%	-6.5%
COc1ccc(OC)c(C(c2nnnn2Cc2ccccc2)N2CCC(C(N)=O)CC2)c1 (stereo not drawn)
→ -4.7	-12.0%	-8.6%	-9.5%	-9.7%	43.0%	1.0%	-11.2%	-3.3%
CCn1c(CCNC(=O)c2ccccc2Cl)n[nH]c1=S
→ -9.6	-16.2%	-8.7%	0.5%	2.9%	-0.6%	6.1%	-7.7%	1.0%
CSc1ccc(CNC(=O)c2ccc(NC(=O)c3nsc4ccccc34)cc2)cc1
→ -4.8	-0.6%	40.1%[activator]	/	-21.3%	3.5%	6.0%	-9.6%[60.1 µM]	-1.7%
COc1ccc(S(=O)(=O)Nc2cc3c(cc2NCc2ccccc2)n(C)c(=O)n3C)cc1
→ 4.1	-13.9%	5.7%	/	i	5.5%	11.3%	-20.9%	-5.8%
COc1ccc(NC(=O)CSCC(=O)Nc2nnc(C)s2)cc1
→ -0.5	1.2%	/	-11.9%	-7.9%	/	41.6%[activator]	-7.2%	/
Cn1cc(S(=O)(=O)N2CCCCC2)cc1C(=O)NCc1ccc(Cl)cc1
→ 9.5	-20.6%	67.4%[activator]	/	i	34.1%[activator]	-10.7%	-15.1%[60.1 µM]	0.4%
COc1cccc(N2CCN(S(=O)(=O)c3ccc4c(c3)N(C(C)=O)CCO4)CC2)c1
→ 6.9	11.6%	0.6%	52.8%[activator]	-8.7%	14.8%	15.7%	-1.9%	-2.9%
O=[N+]([O-])c1ccc(N2CCN(S(=O)(=O)c3ccccc3)CC2)c2cccnc12
→ 1.5	-20.3%	-17.7%	-10.7%	3.3%	-6.4%	122.7%[activator]	3.6%	-2.4%
CCOc1ccc(CCNC(=O)COC(=O)Cn2cnc3ccccc3c2=O)cc1OCC
→ -5.6	-7.3%	-4.7%	-3.5%	i	12.6%	12.8%	-2.5%	0.6%
COc1ccc(C)cc1S(=O)(=O)N1CCCC(C(=O)N2CCN(c3ccccc3F)CC2)C1 (stereo not drawn)
→ -18.9	-17.8%	-6.5%	24.7%	-1.5%	-1.5%	5.3%	-6.3%	-5.1%
COc1cc2sc(-c3ccccc3OC)c(-c3ccc(OCCN4CCCCC4)cc3)c2cc1OC
→ /	-5.3%	/	-2.6%	-6.7%	/	-3.8%	-4.8%	/
COc1ccc(CN2CC(C(=O)NCCc3ccccc3)CC2=O)cc1 (stereo not drawn)
→ 2.8	-18.4%	-5.6%	-1.2%	-2.6%	5.4%	33.0%[activator]	-6.8%	-2.0%
Cc1c(NC(=O)c2cnc(Cl)c(Cl)c2)c(=O)n(-c2ccccc2)n1C
→ -5.5	-15.8%	33.7%[activator]	-2.9%	i	4.2%	22.0%	-1.1%	-2.2%
Cc1ccc(NS(=O)(=O)c2cccc(C(=O)N(C)Cc3cccs3)c2)cc1
→ -9.7	-4.7%	/	18.0%	-13.2%	/	19.8%	-20.3%	/
CCOC(=O)N1CCN(c2c(N3CCc4ccccc43)c(=O)c2=O)CC1
→ /	-9.0%	-17.2%	-5.7%	-4.5%	6.4%	-1.0%	16.0%	-3.0%
O=C(CCC(=O)Nc1ccccc1)NCCO
→ -3.3	-14.0%	-1.5%	-0.8%	-10.7%	15.8%	0.3%	6.5%	-11.0%
Cn1c(=O)oc2cc(S(=O)(=O)NC(CC(=O)O)c3cccc(Br)c3)ccc21 (stereo not drawn)
→ -4.7	-15.9%	-3.1%	/	-5.3%	3.9%	17.0%	-1.3%	-1.1%
O=C(NNC(=S)NCc1ccccc1)c1ccc(Br)o1
→ -4.5	0.9%	-2.2%	-1.5%	i	?	23.7%	4.3%	2.3%
Cc1cc(C)cc(N(CC(=O)N2CCN(Cc3ccccc3)CC2)S(=O)(=O)c2c(C)noc2C)c1
→ /	-4.2%	-5.0%	8.4%	0.2%	-26.9%	-2.1%&0.6%	-14.1%&-13.6%	-1.9%
CCOC(=O)c1ccccc1NC(=O)CN1CCC(n2nnc3cc(C(F)(F)F)ccc32)CC1
→ -14.0	-0.4%	3.0%	-0.7%	5.7%	-0.5%	34.1%[activator]	-8.2%	-6.3%
CCOC(=O)c1cc(S(=O)(=O)Nc2ccccc2)[nH]n1
→ /	-12.5%	-1.8%	/	i	?	13.0%	3.5%[60.1 µM]	-1.1%
C[C@H](CO)N1C[C@H](C)[C@@H](CN(C)S(=O)(=O)c2cccs2)Oc2ccc(NC(=O)Nc3ccc(C(F)(F)F)cc3)cc2C1=O
→ /	-15.1%	/	2.1%	-6.8%	/	13.3%	-1.7%	/
COC(=O)CC1Oc2ccc(Cl)cc2-n2cc(-c3ccc(F)cc3)nc21 (stereo not drawn)
→ /	-10.3%	-11.9%	/	-0.9%	34.7%	-7.2%	-4.2%	-2.9%
CCS(=O)(=O)C1=NN2C(=N)/C(=C\c3ccc(OCCOc4cccc(OC)c4)c(OC)c3)C(=O)N=C2S1
→ 3.3	35.5µM*	-14.8%	-48.5%	-17.3%	50.1µM*	?	-25.4%	-21.4%
CN(C1=NC(=O)CS1)c1ccc(O)cc1
→ -5.5	-13.6%	-7.5%	-0.4%	i	0.2%	-26.6%	-0.5%	0.2%
COc1cccc(-n2nnnc2SCC(=O)Nc2ccc3c(c2)OCCO3)c1
→ 14.3	?	-6.0%	-1.0%	3.2%	?	?	-4.8%	-13.1%
Cc1cc2c(=O)n(C)c(SCC(=O)NCC3CCCO3)nc2s1 (stereo not drawn)
→ -8.1	?	/	/	-5.8%	/	?	-15.4%	/
COCCNC(=O)c1ccc(CN2CCc3ccccc3C2)cc1
→ -1.2	-8.0%	-10.7%	2.9%	-1.9%	1.6%	73.8%[activator]	-1.2%	4.9%
CCOc1ccc(C(=O)Nc2cc3c(cc2N2CCCC2)n(C)c(=O)c(=O)n3C)cc1OCC
→ -10.4	1.3%	75.3%[activator]	/	-1.0%	-1.4%	32.3%	-3.9%	-6.3%
C/C(=N\NC(=O)c1cc2ccccc2cc1O)c1ccc2c(c1)OCO2
→ /	0.0%	-18.8%	1.9%	-6.1%	?	?	?	-15.8%
O=C(c1ccco1)N1CCN(c2ncnc3c(-c4ccc(Cl)cc4)nsc23)CC1
→ 2.7	-20.3%	-3.7%	11.5%	-9.2%	7.4%	36.7%[activator]	-4.9%	-0.6%
CCCCCCCc1nc2c(=O)n(C)c3ccccc3c2o1
→ -1.5	-2.4%	0.4%	1.2%	1.0%	10.2%	34.6%[activator]	-14.3%	0.6%
CCCCC(=O)Nc1ccc(Br)cc1C(=O)O
→ -18.5	-11.2%	-4.6%	-2.6%	i	?	?	-9.4%	-5.8%
CC(C)(C)C1CCC(C(=O)Nc2nccs2)CC1 (stereo not drawn)
→ 4.3	-12.9%	-6.4%	43.9%	-8.7%	7.3%	22.3%	7.2%	-4.5%
CN(CC(=O)Nc1ccc(Cl)c(C(F)(F)F)c1)C(=O)C1CC(=O)N(Cc2ccco2)C1 (stereo not drawn)
→ -2.6	-3.0%	/	43.5%	-9.4%	/	0.2%	1.0%	/
Oc1ccc(Br)cc1CNc1nccs1
→ 7.8	-6.9%	?	20.1%	i	8.9%	14.1%	-7.0%	2.2%
